proCasp7 act – counter-screen for procaspase-3 activators: activators of human procaspase-7; P55210; recombinant procaspase-7, Ac-DEVD-pNA absorbance 405 nm; D23A/D198A/D206A triple mutant, cannot self-cleave; scale: DMSO 0, 5 µM enzyme 100; activation, % at 8.5 µM; 330,000 tested, 0.093% active; AID 463210;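 active = percent activation above the screen-wide mean plus 3 SD, cut at about 25% in these data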
Target sequence (P55210 whole entry D23A/D198A/D206A): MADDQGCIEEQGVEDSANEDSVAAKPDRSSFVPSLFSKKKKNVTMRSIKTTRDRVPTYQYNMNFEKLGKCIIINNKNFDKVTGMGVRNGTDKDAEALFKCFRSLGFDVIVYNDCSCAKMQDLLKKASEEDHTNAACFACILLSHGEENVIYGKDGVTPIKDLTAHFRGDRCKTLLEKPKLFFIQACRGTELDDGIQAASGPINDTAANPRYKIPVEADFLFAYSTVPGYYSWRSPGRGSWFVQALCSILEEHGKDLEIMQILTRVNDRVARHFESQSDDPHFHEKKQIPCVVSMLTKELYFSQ
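Replicates: singlicate. Assay system: Procaspase-7 triple mutant (PC-7 D3A). Signal: 405 nm absorbance of p-nitroaniline. Times: 1 h preincubation, 2 h reaction. Buffer or medium: Zinc-free HEPES pH 7.4 with 300 mM NaCl, 0.01% Triton X-100. Also added: DEVD-pNA substrate. Benchmarks: DMSO wells as 0%, DMSO with 5 µM added PC-7 as 100%.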
AHR activator – human AHR activation; AID 2796; AHR-responsive luciferase reporter cells, luminescence; 320,000 tested, 2.5% active; activation, % at 5 µM; in the data active = activation above about 47%;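 note: 0% = vehicle wells and 100% = reference agonist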
JMJD2C inh – human JMJD2C demethylase inhibition; inhibition, % at 2.35 µM; AID 2099; GST-JMJD2C(1-420) H3K9me3 demethylation, DELFIA europium; 330,000 tested, 0.069% active; Q9H3R0;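 active = more than half of a compound's replicate wells show inhibition beyond 50%, single wells judged on their own value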;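 note: signal counts dimethyl H3K9 product captured on neutravidin plate; 0% = median of DMSO wells and 100% = 0.3 times that DMSO median; strong numbers were not always called active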
Target sequence (Q9H3R0 1-420 limits assumed): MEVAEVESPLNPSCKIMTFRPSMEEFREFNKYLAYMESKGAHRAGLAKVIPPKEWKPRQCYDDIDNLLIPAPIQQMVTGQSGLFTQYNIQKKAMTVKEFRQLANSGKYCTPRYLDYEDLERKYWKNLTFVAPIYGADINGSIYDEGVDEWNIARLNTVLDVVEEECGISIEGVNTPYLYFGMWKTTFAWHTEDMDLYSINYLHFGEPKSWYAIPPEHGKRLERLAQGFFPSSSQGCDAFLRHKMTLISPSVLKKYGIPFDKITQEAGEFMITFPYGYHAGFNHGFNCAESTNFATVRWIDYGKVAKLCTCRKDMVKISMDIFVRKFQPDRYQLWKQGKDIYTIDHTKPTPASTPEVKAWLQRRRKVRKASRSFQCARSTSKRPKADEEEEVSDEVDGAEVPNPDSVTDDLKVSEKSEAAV
proCasp3 act – activators of human procaspase-3; P42574; AID 463141; 330,000 tested, 0.11% active; activation, % at 8.5 µM; recombinant procaspase-3 D3A, Ac-DEVD-pNA absorbance 405 nm;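 active = activation above the mean of all tested compounds plus 3 SD, cut at about 21% in these data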;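 note: 0% = DMSO alone and 100% = DMSO wells spiked with extra 5 µM PC-3 D3A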
Target sequence (P42574 whole entry D9A/D28A/D175A): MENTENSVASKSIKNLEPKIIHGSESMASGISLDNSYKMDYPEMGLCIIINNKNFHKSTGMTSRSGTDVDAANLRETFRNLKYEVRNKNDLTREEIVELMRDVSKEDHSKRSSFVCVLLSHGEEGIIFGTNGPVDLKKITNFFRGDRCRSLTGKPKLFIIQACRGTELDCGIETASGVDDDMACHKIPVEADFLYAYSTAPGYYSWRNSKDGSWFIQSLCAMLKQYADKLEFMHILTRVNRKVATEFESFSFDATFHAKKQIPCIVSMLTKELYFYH
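Technique: 405 nm absorbance of p-nitroaniline, reads at 0 and 120 min; Test system: Procaspase-3 D3A mutant; Incubation: 1 h enzyme-compound preincubation, then 2 h substrate reaction, 25 °C; Repeats: singlicate, each compound tested once; Benchmarks: low control DMSO wells, high control DMSO plus 5 µM PC-3 D3A.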
LAP4-GFP MLPCN – modulators of TOR pathway LAP4-GFP in S. cerevisiae. S. cerevisiae LAP4-GFP multiplex, flow cytometry GFP, 3 h; median GFP as percent of DMSO wells. GFP response vs DMSO, % at 10 µM. 320,000 tested, 0.34% active. AID 2023;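 active = GFP response vs DMSO above a set limit, about the screen mean plus 3 SD, cut at about 150% in these data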
RPL19A TOR yeast – yeast TOR pathway RPL19A-GFP modulation. S. cerevisiae RPL19A-GFP strain, flow cytometry, 3 h; stronger effect = lower value. 330,000 tested, 0.3% active. percent response vs DMSO, % at 10 µM. AID 2025;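 active = percent response vs DMSO below 50%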;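 note: median channel GFP fluorescence of the barcoded RPL19A-GFP strain; ratio of sample median GFP to plate DMSO average so 100% = DMSO; lower means less RPL19A-GFP as with rapamycin TOR inhibition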
MEP2-GFP yeast – yeast TOR pathway MEP2-GFP modulation | S. cerevisiae MEP2-GFP strain, flow cytometry GFP, 3 h; 100% = DMSO control level | GFP response vs DMSO, % at 10 µM | 330,000 tested, 0.51% active | AID 2016;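 active = GFP response versus DMSO above a set limit, roughly screen mean plus 3 SD, cut at about 180% in these data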;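 note: median GFP fluorescence of the barcode-gated MEP2-GFP cells per well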
Yeast superoxide – lowers age-related superoxide in aged yeast cells; S. cerevisiae aged cells, superoxide DHE fluorescence; stronger effect = lower value; 330,000 tested, 0.18% active; AID 2690; superoxide response (% of plate mean), % at 10 µM;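 active = superoxide response under a set limit, about three screen SD below normal, cut at about 65% in these data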;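 note: yeast aged for seven days with compound at 30 °C before DHE staining; 100% = average MFI of all compound-treated wells on the plate with controls excluded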
Active calls of the source: *.

For Cc1cc(C)c(NC(=O)Cn2c(=O)n(Cc3ccco3)c(=O)c3ccccc32)c(C)c1 the results were proCasp7 act 6.8, AHR activator 4.4, JMJD2C inh 23.3, proCasp3 act 9.1, LAP4-GFP MLPCN 96.2, RPL19A TOR yeast 95.3, MEP2-GFP yeast 115.6 and Yeast superoxide 138.4.
`Nc1c2c(nc3ccn(-c4ccccc4)c(=O)c13)CCCCC2` gave proCasp7 act 11.0, AHR activator 0.7, JMJD2C inh -1.3, proCasp3 act 10.2, LAP4-GFP MLPCN 102.6, RPL19A TOR yeast 99.9, MEP2-GFP yeast 112.9 and Yeast superoxide 114.4.
Screening CCCNC(=O)c1ccc(SCC(=O)N(CC)CC)c([N+](=O)[O-])c1 returned proCasp7 act -1.8, AHR activator -0.6, JMJD2C inh 7.0, proCasp3 act -8.6, LAP4-GFP MLPCN 102.1, RPL19A TOR yeast 97.2, MEP2-GFP yeast 104.6 and Yeast superoxide 94.2.
`N#Cc1ccc(Cl)cc1NC(=O)CSc1cccc[n+]1[O-]` gave proCasp7 act 9.0, AHR activator 40.2, proCasp3 act 4.6, LAP4-GFP MLPCN 95.9, RPL19A TOR yeast 98.2, MEP2-GFP yeast 105.8 and Yeast superoxide 108.5.
COC(=O)c1c(NC(=O)COC(=O)CCc2ccc(S(=O)(=O)N3CCOCC3)cc2)sc2c1CCC2 was read as proCasp7 act 10.0, AHR activator 3.1, JMJD2C inh -7.6, proCasp3 act -3.7, LAP4-GFP MLPCN 84.5, RPL19A TOR yeast 104.1, MEP2-GFP yeast 91.7 and Yeast superoxide 102.0.
`COCCNC(=O)c1ccc(C2SCC(=O)N2CCc2ccccc2)cc1` (stereo unspecified) gave JMJD2C inh 0.0, LAP4-GFP MLPCN 94.3, RPL19A TOR yeast 100.8, MEP2-GFP yeast 111.0 and Yeast superoxide 94.6.
Screening O=c1[nH]c2ccccc2nc1Cc1ccc([N+](=O)[O-])cc1 returned proCasp7 act 3.0, AHR activator 7.1, JMJD2C inh 9.8, proCasp3 act 0.5, LAP4-GFP MLPCN 82.1, RPL19A TOR yeast 95.7, MEP2-GFP yeast 107.0 and Yeast superoxide 102.4.
Cc1ccc2c(c1)NCC(C(=O)NCc1ccccc1)O2 (stereo unspecified) was read as proCasp7 act -0.8, AHR activator 0.2, JMJD2C inh -3.8, proCasp3 act 2.5, LAP4-GFP MLPCN 100.1, RPL19A TOR yeast 101.4, MEP2-GFP yeast 107.2 and Yeast superoxide 95.4.
For CC(=O)/C(C(=N)N1CCN(c2cccc(Cl)c2)CC1)=C(\C)O the results were proCasp7 act -3.8, AHR activator -1.4, JMJD2C inh -1.9, proCasp3 act 3.3, LAP4-GFP MLPCN 92.0, RPL19A TOR yeast 96.1, MEP2-GFP yeast 96.8 and Yeast superoxide 98.9.
Screening CCOC(=O)/C(C#N)=C/c1ccc(OCC(=O)Nc2ccccc2)c(OC)c1 returned proCasp7 act -10.2, AHR activator 11.0, JMJD2C inh 0.2, proCasp3 act -2.7, LAP4-GFP MLPCN 92.5, RPL19A TOR yeast 94.6, MEP2-GFP yeast 89.7 and Yeast superoxide 110.9.
`O=C(NCCN1CCOCC1)c1ccccc1OCc1ccccc1` gave proCasp7 act 8.0, AHR activator -0.1, JMJD2C inh -2.0, proCasp3 act 7.4, LAP4-GFP MLPCN 92.6, RPL19A TOR yeast 101.2, MEP2-GFP yeast 104.8 and Yeast superoxide 101.4.
`CCN(CC)S(=O)(=O)c1ccc(O)c(C(=O)OCC(=O)NC2CCCC2)c1` gave proCasp7 act 2.8, AHR activator -0.7, JMJD2C inh -12.1, proCasp3 act 1.7, LAP4-GFP MLPCN 138.0, RPL19A TOR yeast 83.7, MEP2-GFP yeast 184.6* and Yeast superoxide 105.5.
For COc1cc(CNCCN(C)C)ccc1OCc1c(F)cccc1Cl the results were proCasp7 act 0.3, AHR activator 2.5, JMJD2C inh -10.4, proCasp3 act -3.8, LAP4-GFP MLPCN 100.9, RPL19A TOR yeast 98.3, MEP2-GFP yeast 104.0 and Yeast superoxide 105.8.
For CCOC(=O)C(Cc1ccccc1)C(=O)Nc1ccc(NC(=O)C(Cc2ccccc2)C(=O)OCC)cc1 (stereo unspecified) the results were proCasp7 act 4.2, AHR activator -2.3, JMJD2C inh -3.2, proCasp3 act -5.6, LAP4-GFP MLPCN 85.1, RPL19A TOR yeast 103.3, MEP2-GFP yeast 95.4 and Yeast superoxide 100.4.
Screening COc1ccc(N2CCN(c3cnc4ccccc4n3)CC2)cc1 returned proCasp7 act 1.4, AHR activator -3.6, JMJD2C inh 8.1, proCasp3 act -0.4, LAP4-GFP MLPCN 106.6, RPL19A TOR yeast 97.0, MEP2-GFP yeast 106.2 and Yeast superoxide 101.2.
`COc1cc2c(cc1OC)CN(C(=O)C1CCCN1S(=O)(=O)c1ccc(C)cc1)CC2` (stereo unspecified) gave proCasp7 act 9.0, AHR activator -0.1, JMJD2C inh 1.6, proCasp3 act -2.6, LAP4-GFP MLPCN 104.8, RPL19A TOR yeast 106.7, MEP2-GFP yeast 105.1 and Yeast superoxide 93.3.
`Cc1ccc(CN2CCN(/N=C/c3sccc3C)CC2)c(C)c1` gave proCasp7 act -1.6, AHR activator -2.4, JMJD2C inh 3.4, proCasp3 act -6.5, LAP4-GFP MLPCN 87.5, RPL19A TOR yeast 96.7, MEP2-GFP yeast 91.0 and Yeast superoxide 104.8.
`Cn1nnnc1SCC(=O)c1ccco1` gave proCasp7 act 6.8, AHR activator -1.8, JMJD2C inh -10.9, proCasp3 act 6.7, LAP4-GFP MLPCN 98.3, RPL19A TOR yeast 94.6, MEP2-GFP yeast 113.8 and Yeast superoxide 100.5.
CC(C)c1cccc(C(C)C)c1NC(=S)Nc1cccc(Cl)c1 was read as proCasp7 act -1.5, AHR activator 1.7, JMJD2C inh -12.0, proCasp3 act -1.1, LAP4-GFP MLPCN 114.7, RPL19A TOR yeast 99.7, MEP2-GFP yeast 101.8 and Yeast superoxide 103.4.
`NC(=O)CSc1nnc(-c2ccco2)n1-c1ccccc1` gave proCasp7 act 10.2, AHR activator 0.2, JMJD2C inh 6.1, proCasp3 act 0.4, LAP4-GFP MLPCN 120.5, RPL19A TOR yeast 103.3, MEP2-GFP yeast 116.5 and Yeast superoxide 88.3.
`Cc1nn(C)cc1CNC(=O)c1cnn2c(C(F)F)cc(C3CC3)nc12` gave proCasp7 act -0.8, AHR activator 9.9, JMJD2C inh 6.8, proCasp3 act -4.3, LAP4-GFP MLPCN 91.8, RPL19A TOR yeast 103.8, MEP2-GFP yeast 106.7 and Yeast superoxide 90.6.
CNS(=O)(=O)c1cc(N)ccc1C was read as proCasp7 act 1.5, AHR activator 1.1, JMJD2C inh -9.1, proCasp3 act 0.9, LAP4-GFP MLPCN 98.1, RPL19A TOR yeast 102.3, MEP2-GFP yeast 102.6 and Yeast superoxide 91.0.
`O=C(COC(=O)Cn1cnc2ccccc21)NCCc1ccccc1` gave proCasp7 act -7.1, AHR activator 0.5, JMJD2C inh -22.1, proCasp3 act -0.6, LAP4-GFP MLPCN 101.1, RPL19A TOR yeast 95.1, MEP2-GFP yeast 111.9 and Yeast superoxide 110.0.
`Clc1ccc(C2CC(c3cccs3)n3ncnc3N2)cc1` (stereo unspecified) gave proCasp7 act -4.5, AHR activator 13.3, JMJD2C inh 156.2, proCasp3 act 7.2, LAP4-GFP MLPCN 98.4, RPL19A TOR yeast 87.2, MEP2-GFP yeast 99.9 and Yeast superoxide 109.3.

In the list so far, these contain a cyano group.
`N#Cc1ccc(Cl)cc1NC(=O)CSc1cccc[n+]1[O-]` gave proCasp7 act 9.0, AHR activator 40.2, proCasp3 act 4.6, LAP4-GFP MLPCN 95.9, RPL19A TOR yeast 98.2, MEP2-GFP yeast 105.8 and Yeast superoxide 108.5.
Screening CCOC(=O)/C(C#N)=C/c1ccc(OCC(=O)Nc2ccccc2)c(OC)c1 returned proCasp7 act -10.2, AHR activator 11.0, JMJD2C inh 0.2, proCasp3 act -2.7, LAP4-GFP MLPCN 92.5, RPL19A TOR yeast 94.6, MEP2-GFP yeast 89.7 and Yeast superoxide 110.9.

Continued:
CCOC(=O)N1CCC(c2[nH][nH]c(=O)c2C)CC1 was read as proCasp7 act 0.8, AHR activator 1.0, JMJD2C inh 0.9, proCasp3 act 2.2, LAP4-GFP MLPCN 97.1, RPL19A TOR yeast 98.6, MEP2-GFP yeast 104.3 and Yeast superoxide 85.1.
For CCC1CCCCN1S(=O)(=O)c1c(C)n(C)c(=O)n(C)c1=O (stereo unspecified) the results were proCasp7 act 6.2, AHR activator -1.8, JMJD2C inh 8.0, proCasp3 act -12.9, LAP4-GFP MLPCN 98.6, RPL19A TOR yeast 97.4, MEP2-GFP yeast 99.8 and Yeast superoxide 99.4.
Screening CC(C)S(=O)(=O)c1cnc(N2CCOCC2)nc1N returned proCasp7 act 12.7, AHR activator 6.6, JMJD2C inh -7.4, proCasp3 act -6.7, LAP4-GFP MLPCN 116.1, RPL19A TOR yeast 97.6, MEP2-GFP yeast 101.5 and Yeast superoxide 100.5.
For CC1CCCC(NC(=O)CSc2nnnn2C)C1C (stereo unspecified) the results were proCasp7 act -12.1, AHR activator 0.4, JMJD2C inh -9.3, proCasp3 act -4.0, LAP4-GFP MLPCN 89.2, RPL19A TOR yeast 93.6, MEP2-GFP yeast 100.5 and Yeast superoxide 82.9.
O=C(CC(=O)N/N=C/c1ccccc1)NCc1ccccc1 was read as proCasp7 act 6.5, AHR activator 7.2, JMJD2C inh -15.3, proCasp3 act -10.0, LAP4-GFP MLPCN 94.9, RPL19A TOR yeast 101.3, MEP2-GFP yeast 104.3 and Yeast superoxide 83.0.
`Nc1c(N(C(=O)Nc2ccc(Cl)c(Cl)c2)C2CCCC2)c(=O)[nH]c(=O)n1Cc1ccccc1` gave proCasp7 act 7.5, AHR activator -1.1, JMJD2C inh 0.7, proCasp3 act 2.1, LAP4-GFP MLPCN 88.4, RPL19A TOR yeast 95.1, MEP2-GFP yeast 91.8 and Yeast superoxide 96.3.
For Cc1ccc(CNC(=O)COC(=O)c2ccc(Br)cc2)cc1 the results were proCasp7 act -10.4, AHR activator 0.9, JMJD2C inh 7.0, proCasp3 act -3.7, LAP4-GFP MLPCN 95.5, RPL19A TOR yeast 98.4, MEP2-GFP yeast 101.1 and Yeast superoxide 128.3.
Screening CC1CC(C)(C)NC(=S)N1CCCC(=O)Nc1ccccc1F (stereo unspecified) returned proCasp7 act 4.2, AHR activator -2.5, JMJD2C inh 5.2, proCasp3 act -0.1, LAP4-GFP MLPCN 102.4, RPL19A TOR yeast 91.1, MEP2-GFP yeast 102.3 and Yeast superoxide 110.4.
For CN(CC(=O)Nc1ccccc1Cl)CC(=O)Nc1c(F)cccc1F the results were proCasp7 act 5.1, AHR activator 1.2, JMJD2C inh 12.4, proCasp3 act -1.1, LAP4-GFP MLPCN 103.7, RPL19A TOR yeast 93.7, MEP2-GFP yeast 91.3 and Yeast superoxide 77.1.
Screening CCc1ccc(NC(=O)CSc2nnc(CC)c(CC)n2)cc1 returned proCasp7 act 2.7, AHR activator 5.8, JMJD2C inh -3.0, proCasp3 act 1.1, LAP4-GFP MLPCN 103.0, RPL19A TOR yeast 102.2, MEP2-GFP yeast 105.9 and Yeast superoxide 104.2.

Screening results: PubChem BioAssay, several laboratories
